# POLB inh = qHTS Assay for Inhibitors of DNA Polymerase Beta; Pol beta primer extension/strand displacement, fluorescence kinetic; Potency, µM (highest dose often 114 µM), without a hit: top-dose activity change, negative = inhibition, actives largely listed as inhibitors; 340,000 compounds, 1.3% hits; AID 485314, 2010; also: potency is read from the fitted curve at half-maximal effect; % is scaled to controls: 0 for no effect and ±100 for the full control effect
#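 Reaction started by 50 nM substrate onto compound-treated Pol beta (10 nM, 15 min preincubation, room temperature); plates read at 0 min and 10 min. Normalized concentration-effect data fitted by four-parameter Hill equation.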
# BLM inh = qHTS Assay for Inhibitors of Bloom's syndrome helicase (BLM); RecQ-like DNA helicase BLM (Homo sapiens), P54132; recombinant BLM DNA unwinding, fluorescence dequenching; Potency, µM (doses to about 56.1 µM), without a hit: at the highest dose activity change, negative = inhibition, hits mostly inhibitors; 350,000 compounds, 0.2% hits;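 also: potency is read from the fitted curve at half-maximal effect; plate controls were vehicle for no effect and no enzyme for full effect; nearly all actives have a fitted effect of over 35% in size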
# Tb PGK inh = qHTS Assay to Find Inhibitors of Phosphoglycerate Kinase; Potency, µM (doses to about 57.5 µM), without a hit: top-dose activity change, negative = inhibition, hits mostly inhibitors; AID 602233, 2012; Phosphoglycerate kinase, glycosomal (Trypanosoma brucei brucei), P07378; 380,000 compounds, 0.043% hits; PGK/GAPDH coupled, Kinase-Glo luminescence, 60 min; also: potency is read from the fitted curve at half-maximal effect; % is scaled to controls: 0 for no effect and ±100 for the full control effect; nearly all actives have a fitted effect of over 60% in size
#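 Recombinant glycosomal PGK reaction used 1,3-bisphosphoglycerate generated in-well by GAPDH (100nM final) in 100mM TEA pH 7.6, 5mM MgCl2, 0.01% Tween-20. After 60 minutes at room temperature, ATP was read by Kinase-Glo Plus luminescence end-point.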
# POLH inh = qHTS for Inhibitors of Polymerase Eta; Potency, µM (series often up to 114 µM), for inactives: at the top dose activity change, negative = inhibition, usual class: inhibitors; 390,000 compounds, 1.2% hits; DNA polymerase eta (Homo sapiens), Q9Y253; recombinant Pol eta, fluorescent DNA replication assay; also: potency is read from the fitted curve at half-maximal effect; % is scaled to controls: 0 for no effect and ±100 for the full control effect
# Target sequence (Q9Y253 whole entry, looked up): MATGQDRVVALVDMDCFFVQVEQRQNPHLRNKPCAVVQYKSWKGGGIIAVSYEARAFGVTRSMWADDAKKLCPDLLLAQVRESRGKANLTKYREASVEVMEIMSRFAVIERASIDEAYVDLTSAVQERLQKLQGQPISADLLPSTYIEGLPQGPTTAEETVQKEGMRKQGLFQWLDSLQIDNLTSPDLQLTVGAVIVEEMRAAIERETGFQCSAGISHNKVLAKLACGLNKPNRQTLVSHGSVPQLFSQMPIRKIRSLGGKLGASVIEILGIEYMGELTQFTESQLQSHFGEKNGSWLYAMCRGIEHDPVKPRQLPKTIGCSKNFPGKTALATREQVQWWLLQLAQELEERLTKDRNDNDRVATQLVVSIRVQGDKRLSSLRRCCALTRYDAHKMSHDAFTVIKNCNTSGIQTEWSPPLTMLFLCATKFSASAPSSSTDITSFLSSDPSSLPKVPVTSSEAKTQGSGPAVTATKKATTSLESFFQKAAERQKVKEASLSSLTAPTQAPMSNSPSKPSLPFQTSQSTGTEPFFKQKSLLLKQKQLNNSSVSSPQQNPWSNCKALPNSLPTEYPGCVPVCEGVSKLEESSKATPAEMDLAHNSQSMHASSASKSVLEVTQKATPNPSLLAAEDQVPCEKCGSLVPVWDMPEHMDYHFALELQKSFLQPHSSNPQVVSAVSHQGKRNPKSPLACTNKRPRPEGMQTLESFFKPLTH
#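 Pol eta (10 nM) was preincubated with compounds for 15 min at room temperature, after which fluorescent replication substrate (50 nM final) was added to start the reaction. Fluorescence was read kinetically at 0 and 10 min.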
# Pol kappa inh = qHTS for Inhibitors of Polymerase Kappa | DNA polymerase kappa (Homo sapiens), Q9UBT6 | purified Pol kappa, fluorescent DNA synthesis assay, 10 min | Potency, µM (titrated, usually from 107 µM), for the others: top-dose activity, negative = inhibition, hits mostly inhibitors | 400,000 compounds, 0.53% hits; also: potency is read from the fitted curve at half-maximal effect; % is scaled to controls: 0 for no effect and ±100 for the full control effect
#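 10 nM Pol kappa was preincubated with compounds for 15 min at room temperature. Reaction started with 50 nM (final) substrate. Fluorescence read kinetically at 0 and 10 min.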
# Anesthetic bind = qHTS Assay for Identification of Novel General Anesthetics | AID 485281, 2010 | Potency, µM (highest dose often 77.5 µM), without a hit: at the highest dose activity change, negative = displacement, hits mostly inhibitors | 350,000 compounds, 0.074% hits | Ferritin light chain (Equus caballus), P02791 | apoferritin/1-aminoanthracene competitive binding, fluorescence; also: potency is read from the fitted curve at half-maximal effect; % is scaled to controls: 0 for no effect and ±100 for the full control effect; nearly all actives have a fitted effect of over 20% in size
#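 Read-out: endpoint 1-AMA fluorescence, excitation 380 nm and emission 535 nm, after compounds sit 10 min at room temperature with 10 uM horse-spleen apoferritin in 50% saturated 1-AMA/PBS. Values come from four-parameter Hill fits.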
# RXFP1 antag = qHTS Assay for Antagonists of the Relaxin Receptor RXFP1. HEK293-RXFP1, relaxin-stimulated cAMP HTRF, 30 min; stronger effect = lower value. AID 1259400, 2018. 350,000 compounds, 0.59% hits. activity change, negative = inhibition, % at 57.5 µM;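 active = activity change of -60% or lower, but not beyond a set lower limit; inconclusive = change between -60% and -40%, or beyond the set limit; inactive = change above -40%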; also: % is scaled to controls: 0 for no effect and ±100 for the full control effect
# APEX1 inh = qHTS Assay for Inhibitors of the Human Apurinic/apyrimidinic Endonuclease 1 (APE1). DNA repair nuclease/redox regulator APEX1 (Homo sapiens), P27695. recombinant APE1, TAMRA/BHQ-2 abasic DNA cleavage fluorescence. Potency, µM (doses to about 65.8 µM), for inactives: at the top dose activity change, negative = inhibition, most hits filed as inhibitors. 350,000 compounds, 0.35% hits. AID 2517, 2012;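 also: potency is read from the fitted curve at half-maximal effect; plate controls were vehicle for no effect and reference inhibitor for full effect; nearly all actives have a fitted effect of over 55% in size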
# Target sequence (P27695 whole entry, looked up): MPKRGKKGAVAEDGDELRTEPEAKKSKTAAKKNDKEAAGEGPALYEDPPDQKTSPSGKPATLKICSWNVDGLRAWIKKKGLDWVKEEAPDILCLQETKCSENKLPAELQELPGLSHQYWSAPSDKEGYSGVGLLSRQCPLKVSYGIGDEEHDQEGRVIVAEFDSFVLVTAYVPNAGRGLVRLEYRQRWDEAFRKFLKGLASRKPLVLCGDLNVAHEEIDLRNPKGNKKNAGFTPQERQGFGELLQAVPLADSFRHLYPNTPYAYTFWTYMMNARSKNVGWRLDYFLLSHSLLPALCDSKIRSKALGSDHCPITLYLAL
#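 Kinetic fluorescence read (525 ex/598 em nm, three reads 60 s apart) of AP-site incision; signal = third minus first read. Enzyme 0.75 nM, dual-labelled THF duplex 50 nM, compound preincubation 15 min RT.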
# POLI inh = qHTS for Inhibitors of Polymerase Iota. DNA polymerase iota (Homo sapiens), Q9UNA4. Pol iota fluorescent replication assay, 10 min. Potency, µM (top dose mostly 115 µM), for inactives: at the top dose activity, negative = inhibition, usual class: inhibitors. 390,000 compounds, 1% hits; also: potency is read from the fitted curve at half-maximal effect
#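 Fluorescent replication assay read twice, at 0 min and 10 min after adding 50 nM (final) substrate. Enzyme (10 nM) and compounds were first incubated 15 min at room temperature; enzyme-free buffer wells were negative controls.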
# * marks the source's active call; other numbers are inactive results; i = inactive; ? = inconclusive; · = no result given; & = joins results of further samples; [ ] = another dose, or the depositor's remark. Unless noted, calls follow the shape of the dose curve; as a rule, active = well fitted curve in the direction sought with a large enough effect; inconclusive = small, poorly fitted or top-dose-only effect, or another doubt; inactive = no such curve, though single readings can be large; an effect the other way counts as inactive or inconclusive.
mol,APEX1 inh,Tb PGK inh,BLM inh,Anesthetic bind,Pol kappa inh,RXFP1 antag,POLB inh,POLI inh,POLH inh
CC1CCN(c2c(NCc3ccc(C(=O)NCCc4ccc(Cl)cc4)cc3)c(=O)c2=O)CC1,1.1%,-2.6%,-18.8%,-8.1%,-20.0%,·,31.6µM*,?,-13.0%
CCc1ccc(NC(=O)Cn2c(=O)n(CCC(C)C)c(=O)c3cccnc32)cc1,·,-1.9%,-2.6%,-14.1%,7.9%,·,31.1%,-8.1%,1.2%
Cc1nnc(SCC(=O)N(C2CCCCC2)C2CCS(=O)(=O)C2)n1C (stereo not drawn),1.0%,i,·,·,0.1%,2.1,·,25.7%,-17.1%
COC(=O)c1ccccc1NC(=O)CNC(=O)c1ccc(OC)cc1,-0.5%,i,-3.8%,-10.2%,15.9%,-3.1,25.1%,32.5%[activator],-8.7%
CC(CC(O)C1OC1(C)C)C1CCC2(C)C3=CCC4C(C)(C)C(=O)CCC4(C)C3CC[C@@]12C (stereo partly drawn),-1.1%,·,-7.2%,5.7%,-5.4%[60.1 µM],·,·,·,·
CSCCC(NC(=O)c1ccco1)C(=O)NCCc1ccc(Cl)cc1 (stereo not drawn),13.9%,-0.2%,·,·,-2.8%,-7.0,·,16.4%,-13.8%
Cc1ccccc1OCC(=O)Nc1nc2ccccc2[nH]1,5.4%,2.5%,-7.7%,-1.8%,-9.9%,-9.2,5.0%,132.5%[activator],4.8%
Cn1cc(CN2CCN(c3ccc(Cl)cn3)CC2)c(-c2ccccc2F)n1,-0.9%,8.3%,-5.1%,-14.9%,-5.3%,-3.4,0.8%,-4.5%,-6.4%
N#C/C(=C/c1cn(-c2ccccc2)nc1-c1cccc(S(=O)(=O)N2CCCC2)c1)C(=O)NCc1ccco1,-6.0%,i,-19.6%,?,?,-27.3,50.1µM*,20µM*,28.2µM*
Cc1nn(C)c(Oc2ccccc2)c1CCNS(=O)(=O)c1ccc(F)cc1,2.1%,0.1%,-0.5%,0.2%,-18.1%,3.8,-3.2%,4.5%,3.4%
Cc1ccc(S(=O)(=O)CCC(=O)OCC(=O)NC(=O)c2ccccc2)cc1,-6.5%,-7.1%,·,·,-14.5%,-17.5,·,14.1%,-13.5%
CCOC(=O)CNC(=O)CSc1nnc(NC(=O)c2ccc3c(c2)OCO3)s1,16.3%,-10.6%,-5.5%,1.5%,2.9%,-3.5,?,32.7%[activator],-2.8%
COc1ccc(C(=O)NCCn2cc(SCC(=O)N3CCOCC3)c3ccccc32)cc1,6.3%,0.0%,4.6%,-8.6%,12.0%,-1.9,0.5%,-1.3%,-11.4%
O=C1CCC([N+](=O)[O-])C(c2ccc(Br)cc2)N1 (stereo not drawn),13.6%,-2.0%,2.3%,-6.2%,-3.4%,-3.4,12.3%,51.7%[activator],-8.3%
CN(Cc1ccccc1)C(=O)C1CCN(Cc2cc3ccccc3n2Cc2ccccc2)CC1,·,-4.9%,-11.0%,46.0%[activator],-1.1%[60.1 µM],-10.6,-29.3%,-10.0%,-16.5%

# Next structures:
mol,APEX1 inh,Tb PGK inh,BLM inh,Anesthetic bind,Pol kappa inh,RXFP1 antag,POLB inh,POLI inh,POLH inh
CC(=O)Nc1ccc(NC(=O)CSc2nnc(-c3ccccc3)n2Cc2ccc3c(c2)OCO3)cc1,-1.3%,·,-4.9%,-18.8%,-17.5%,5.2,1.0%,-11.0%,-4.4%
CCOC(=O)c1cc(-c2ccccc2C)nn1CC1CC(c2cccnc2)=NO1 (stereo not drawn),-10.1%,0.2%,·,·,2.9%,·,·,15.5%,-22.1%
O=C(ONc1ccc(N=NC(=O)c2ccccc2O)cc1)c1ccccc1,0.9%,?,-6.0%,-10.3%,-6.7%,·,9.3%,7.9%,50.1µM*
O=C(NCc1ccccc1)C1=C[C@@H](c2csc3ccccc23)C[C@@H](OCCCCO)O1,0.6%,-2.8%,-12.2%,?,-21.2%,·,-23.0%,24.3%,-22.1%
CC(=O)c1ccc(C2CC34CN(Cc5cccc(Cl)c5)S(=O)(=O)C3CC2O4)cc1 (stereo not drawn),-8.5%,·,-5.0%,-16.2%,12.0%,·,·,-28.5%,·
Cc1ccccc1CN1CCC(N2CCC(C(=O)NCC3CCCO3)CC2)CC1 (stereo not drawn),-5.8%,-0.9%,0.7%,-8.3%,-18.7%,-3.6,7.2%,?,1.1%
CC1(C)CC(=O)c2cnc(N)nc2C1,-1.3%,-9.7%,-2.1%,-10.7%,3.2%,-11.6,-16.8%,6.2%,-12.4%
CCOC(=O)c1c(NC(=O)Cn2nc(C(F)(F)F)cc2C)sc(C)c1C,2.8%,i,1.1%,-10.3%,-6.2%,-8.6,0.5%,83.1%[activator],-17.5%
O=[N+]([O-])c1ccccc1Oc1cnc2ccccc2n1,-4.4%,0.5%,1.0%,?,-8.2%,1.0,1.3%,8.3%,3.8%
COc1ccc(NC(=O)c2ccc(OC)c(S(=O)(=O)N3CCCCC3C)c2)cn1 (stereo not drawn),26.6%,-4.7%,·,·,3.1%,-4.0,·,3.7%,-17.1%
COc1ccccc1CN(C)C(=O)CN1CCN(C(=O)c2cccs2)CC1,-1.1%,0.9%,·,·,-0.3%,7.6,·,-0.6%,1.6%
FC(F)(F)c1cccc(N2CCN(Cc3cccnc3)CC2)c1,1.6%,4.7%,1.0%,-3.4%,-23.0%,2.1,?,34.7%[activator],-6.0%
COc1ccc(C(CC(=O)O)NC(=O)C2CCCCC2)cc1 (stereo not drawn),-1.9%,-6.2%,-3.5%,-11.5%,-3.5%,-5.7,1.1%,9.6%,1.8%
Nc1cc(-c2ccccc2)n2c(n1)nc1ccccc12,-0.8%,-7.9%,0.5%,-8.0%,-8.8%,2.8,4.1%,-6.7%[58.9 µM],-15.9%
N#C/C(=C\N1CCOCC1)C(N)=O,-3.8%,-5.4%,-2.1%,0.3%,-5.9%,-12.0,-1.4%,29.3%,-11.6%

# Remaining list, next part.
mol,APEX1 inh,Tb PGK inh,BLM inh,Anesthetic bind,Pol kappa inh,RXFP1 antag,POLB inh,POLI inh,POLH inh
N#Cc1nc(COc2ccccc2)oc1N1CCCCCC1,?,-1.8%,-4.6%,4.6%,4.3%,·,0.6%,18.0%,-22.9%
CC(=O)c1cc(Cl)ccc1OC(=O)c1ccco1,15.8%,·,-2.9%,-4.3%,-1.8%,-12.3,14.6%,-10.5%,-6.4%
CCOC(=O)C1CN(S(=O)(=O)c2ccccc2)C1,1.8%,i,0.0%,-3.3%,-0.9%,-3.4,5.3%,12.9%,-7.2%
Cn1c(C=O)c(-c2ccc3c(c2)OCCO3)c2ccccc21,-5.2%,-0.4%,·,·,18.0%,·,·,6.4%,-10.8%
OC(COc1ccc(F)cc1)CN1CCN(c2ccccc2F)CC1 (stereo not drawn),-1.7%,·,0.2%,-14.3%,-7.6%,12.1,-8.0%,-7.4%,-5.0%
Cc1cccc(OCCCC(=O)Nc2ccc(S(=O)(=O)N3CCCC3)cc2)c1,7.6%,5.4%,-1.9%,-7.5%,-13.0%,-5.6,1.7%,-12.5%,-7.9%
N#Cc1ccc(OCCN2CCc3ccccc3C2)cc1,·,3.6%,·,·,-17.5%,8.4,·,-6.2%,-10.9%
CN(C(=O)COC(=O)c1ccc(C(C)(C)C)cc1)C1CCS(=O)(=O)C1 (stereo not drawn),11.4%,-6.8%,·,·,-4.8%,5.3,·,26.1%,-17.4%
Clc1ccc(Nc2ccccc2)nn1,1.6%,-2.3%,-0.6%,-8.0%,6.3%,4.2,20.0%,-9.3%,-14.6%
Nc1cc(Cl)ccc1C(=O)OCC(=O)NC1CCCCCCC1,10.8%,4.9%,·,·,-17.7%,0.6,·,-13.5%,-13.9%
O=C(Nc1ccc2cccnc2c1)c1ccc(Br)cc1,11.5%,-7.1%,-10.8%,-18.5%,-5.6%,13.2,6.7%,-16.7%,6.6%
CCOC(=O)CNC(=O)CSc1cc(C)nc2ccc(OC)cc12,5.5%,i,-4.1%,-13.8%,-4.6%,-4.7,0.1%,55.5%[activator],-13.3%
CC1CCCN(CCCNC(=O)c2cc3c(Cl)nc4ccccc4c3s2)C1 (stereo not drawn),-6.5%,3.9%&-7.4%,114.3%&136.1%[activator],?,14.2%&0.6%,-15.7&-4.9,1.7%&8.6%,-7.4%&5.8%,-14.6%&-10.9%
COc1ccc(S(=O)(=O)N2CCSC2c2ccc(OC)c(OC)c2)cc1 (stereo not drawn),-8.3%,-0.9%,1.2%,6.4%,-21.8%,2.0,33.3%,9.3%,-11.8%
O=S(=O)(Nc1cccc2ncccc12)c1cccc(C(F)(F)F)c1,-1.0%,-1.7%,·,·,-7.8%,6.5,·,63.5%[activator],-1.1%
CC(=O)NCCc1ccc(S(=O)(=O)N2CCOCC2)cc1,1.3%,-0.4%,2.3%,0.7%,-0.3%,-2.0,-4.0%,-15.7%,-17.8%
COc1cc(/C=C2\SC(=Nc3ccc(F)cc3)N(c3ccc(F)cc3)C2=O)ccc1OCC(=O)O,-2.3%,·,-9.8%,?,·,·,13.3%,·,·

# Reformatted: results already given.
# Value order – APEX1 inh | Tb PGK inh | BLM inh | Anesthetic bind | Pol kappa inh | RXFP1 antag | POLB inh | POLI inh | POLH inh
Cc1cccc(OCCCC(=O)Nc2ccc(S(=O)(=O)N3CCCC3)cc2)c1
  7.6% | 5.4% | -1.9% | -7.5% | -13.0% | -5.6 | 1.7% | -12.5% | -7.9%
N#Cc1ccc(OCCN2CCc3ccccc3C2)cc1
  · | 3.6% | · | · | -17.5% | 8.4 | · | -6.2% | -10.9%

# Screening results from PubChem BioAssay.

# The list is partial (hit frequency here may not be typical).
